High-throughput results: PubChem BioAssay, Broad Institute
CD40 NFkB inh = CD40 pathway inhibition in BL2 cells; BL2 NF-kB luciferase reporter, CD40L-induced, 4 h; inhibition, % at 10 µM; 83,000 tested, 0.94% active; AID 1053188;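 active = mean inhibition of at least 50% with a set share of replicates also reaching that level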;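 note: 0% = neutral control wells and 100% = IKK inhibitor VII at 50 µM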
Starred values were filed as active, the others as inactive; [ ] = dose if it differs, or a comment. A portion of the library; count on the stated rates, not on these rows.

CD40 NFkB inh	mol
3	COc1ccc(OC)c(NC(=O)C(CCS(C)(=O)=O)NC(C)=O)c1 (stereo not drawn)
3	Cc1cnc(C(=O)OCC(=O)c2ccc(C3CCCCC3)cc2)cn1
12	CN(CC(=O)Nc1cccc(F)c1)C(=O)CCCc1cccs1
6	c1ccc(-c2nn3cnnc3c3ccccc23)cc1
6	CCc1ccc(NC(=S)Nc2cc(C(=O)O)ccc2N2CC3CC(C2)c2cccc(=O)n2C3)cc1 (stereo not drawn)
7	COc1cccc(CNC(=O)CC(NC(C)=O)c2ccccc2)c1 (stereo not drawn)
6	O=S(=O)(NC1CCCC1)c1ccc(-n2cnnn2)cc1
-6[25 µM]	CC(=O)N1[C@@H]2Cn3c(ccc(C4=CCCC4)c3=O)[C@H]1[C@@H](C(=O)NCC1CC1)[C@@H]2CO
-7	CCOc1ccccc1OCC(=O)Nc1cc(S(=O)(=O)N2CCCCC2)ccc1OC
-9[25 µM]	O=S(=O)(c1cccs1)N1CCCCN2[C@@H](CO)[C@@H](c3ccc(C4=CCCC4)cc3)[C@@H]2C1
14	CC(=O)NCCC(=O)Nc1ccc(F)cc1C
4	O=C(Nc1ccccn1)NC1CCS(=O)(=O)C1 (stereo not drawn)
3[25 µM]	CC(=O)NC[C@H]1[C@@H](c2ccc(-c3cccnc3)cc2)[C@@H](CO)N1C(=O)C1CCC1
-2[25 µM]	CN(C)CC(=O)N[C@@H]1CC[C@@H](CCNC(=O)C2CCC2)O[C@H]1CO
5	C(=N\c1nccs1)/Nc1nccs1
5[25 µM]	CCCN1C[C@@H](C)[C@@H](OC)CN(C)C(=O)c2cc(NC(=O)Nc3cccc(F)c3)ccc2OC[C@@H]1C
11	O=C(NC1CCCCC1)C1c2ccccc2C(=O)N1Cc1ccc2c(c1)OCO2 (stereo not drawn)
10	Cc1ccc(C(=O)NC2CCCN(c3ccc(C(F)(F)F)cn3)C2)cn1 (stereo not drawn)
2	COc1cc(CNC(=O)C2CCCC2)cc(OC)c1OC
9	COc1ccc2c(C=O)cn(C)c2c1
-4	N#C[C@H]1[C@H](c2ccc(C#CC3(O)CCCC3)cc2)[C@H](CO)N1C(=O)C1CCC1
-10	CC(=NNC(=O)c1ccncc1)c1ccc(Cl)c(Cl)c1
4	CCCCNC(=O)c1ccccc1NC(=O)CCC
10	Cc1nc(N2CCCCC2)c2ccsc2n1
-70	CC(C)CCNC(=O)CCCOc1ccccc1

(continued)
CD40 NFkB inh	mol
0	Cc1c(NC(=O)c2cccc(NC(=O)COc3ccc(C#N)cc3)c2)c(=O)n(-c2ccccc2)n1C
15	CCCC(=O)Nc1cc2c(cc1C(C)=O)OCCO2
-4	Cc1cccc(S(=O)(=O)N(C)C[C@@H]2OCc3ccccc3-c3c(n(C)c4ccccc34)C(=O)N([C@H](C)CO)C[C@H]2C)c1
3	CCOC(=O)c1c(C)[nH]c(C)c1C(=O)COC(=O)c1cccs1
0[25 µM]	C[C@@H]1CN([C@@H](C)CO)C(=O)CCCn2nncc2CO[C@H]1CN(C)S(=O)(=O)c1cn(C)cn1
9	CCOC(=O)NC1C=CS(=O)(=O)C1 (stereo not drawn)
1	O=C1CC(c2ccccc2)C(=O)N2C(=O)CC(c3ccccc3)C(=O)N12 (stereo not drawn)
19	N/C(=N\S(=O)(=O)c1ccc(Cl)cc1)N1CCOCC1
-11[25 µM]	CN(C)C(=O)C[C@@H]1C=C[C@H](NC(=O)c2ccc(F)cc2)[C@H](CO)O1
1	O=C(c1ccc2snnc2c1)N1CCN(c2ccccn2)CC1
-7	C/C(=N/NS(C)(=O)=O)c1ccc2ccccc2c1
0	CCc1sc(C(=O)Nc2cc(S(=O)(=O)N3CCOCC3)ccc2OC)cc1C
-5	Cc1cnc(C(=O)OCC(=O)N2CCc3ccccc32)cn1
-12[25 µM]	COc1ccc(-c2ccc([C@H]3[C@@H](C#N)N[C@@H]3CO)cc2)cc1
0	O=C(NC1CC1)c1c(O)c2ccccc2[nH]c1=O
10	CCN(CC(=O)Nc1cc(Cl)ccc1C)C(=O)Cc1ccsc1
-11	CC1(C)Cc2c(cnn2-c2ccc(F)cc2)C(NC(=O)c2ccco2)C1 (stereo not drawn)
16	O=C(NCCCN1CCOCC1)c1ccc(Cl)c(S(=O)(=O)N2CCCCCC2)c1
-1[25 µM]	CO[C@@H]1CN(C)C(=O)c2ccc(NC(=O)c3ccno3)cc2OC[C@@H](C)N(S(C)(=O)=O)C[C@H]1C
-43	COc1cccc(-c2cc(NC(C)=O)c3ncc(-c4cccc(C(C)=O)c4)n3c2)c1
0	CCS(=O)(=O)N1CCC(C(=O)Oc2ccccc2)CC1
7	CS(=O)(=O)N(CC(=O)NC1CCCC1)c1ccc(Oc2ccccc2)cc1
18[25 µM]	C[C@@H](NC(=O)C[C@H]1CC[C@@H]2[C@@H](COc3ccc(NS(=O)(=O)c4ccc(Cl)cc4)cc3C(=O)N2C)O1)c1ccccc1
-31	O=C(Nc1ccc(Cl)cc1)N1CCC(c2nc(-c3ccc(F)cc3)no2)CC1
4	Cc1ccc2c3c([nH]c2c1)C(=O)CC(C)(C)S3

16 structures from above, sorted by molecular weight, smallest number first.
CD40 NFkB inh	mol
9	COc1ccc2c(C=O)cn(C)c2c1
6	c1ccc(-c2nn3cnnc3c3ccccc23)cc1
-70	CC(C)CCNC(=O)CCCOc1ccccc1
4	O=C(Nc1ccccn1)NC1CCS(=O)(=O)C1 (stereo not drawn)
4	CCCCNC(=O)c1ccccc1NC(=O)CCC
2	COc1cc(CNC(=O)C2CCCC2)cc(OC)c1OC
0	CCS(=O)(=O)N1CCC(C(=O)Oc2ccccc2)CC1
7	COc1cccc(CNC(=O)CC(NC(C)=O)c2ccccc2)c1 (stereo not drawn)
12	CN(CC(=O)Nc1cccc(F)c1)C(=O)CCCc1cccs1
10	CCN(CC(=O)Nc1cc(Cl)ccc1C)C(=O)Cc1ccsc1
-11	CC1(C)Cc2c(cnn2-c2ccc(F)cc2)C(NC(=O)c2ccco2)C1 (stereo not drawn)
3	COc1ccc(OC)c(NC(=O)C(CCS(C)(=O)=O)NC(C)=O)c1 (stereo not drawn)
10	Cc1ccc(C(=O)NC2CCCN(c3ccc(C(F)(F)F)cn3)C2)cn1 (stereo not drawn)
-7	CCOc1ccccc1OCC(=O)Nc1cc(S(=O)(=O)N2CCCCC2)ccc1OC
0[25 µM]	C[C@@H]1CN([C@@H](C)CO)C(=O)CCCn2nncc2CO[C@H]1CN(C)S(=O)(=O)c1cn(C)cn1
6	CCc1ccc(NC(=S)Nc2cc(C(=O)O)ccc2N2CC3CC(C2)c2cccc(=O)n2C3)cc1 (stereo not drawn)

New compounds follow:
CD40 NFkB inh	mol
7	CC(C)NC(=O)C1Cc2c(-c3ccc4c(c3)OCO4)ccnc2O1 (stereo not drawn)
-3	COCCNC(=O)C[C@@H]1C[C@@H]2c3cc(NC(=O)NC4CCCCC4)ccc3O[C@@H]2[C@H](CO)O1
-23[25 µM]	C[C@H](CO)N1C[C@H](C)[C@@H](CN(C)Cc2ccc3c(c2)OCO3)OCCCC[C@H](C)Oc2ccc(NS(=O)(=O)c3cn(C)cn3)cc2C1=O
1	Oc1ccc2ccccc2c1/C=C/c1ccc2c(Br)cc(Br)c(O)c2n1
6	NC(=O)C1CCN(C(=O)C2CCN(C(=O)Nc3ccccc3)CC2)CC1
23	CC(C)C(=O)N1CCN(c2nc(-c3ccccc3)c3c(c2C#N)CC(C)(C)OC3)CC1
-9[25 µM]	C/C=C/c1ccc([C@H]2[C@@H](CO)N3C(=O)CN(C(=O)NC4CCCCC4)C[C@@H]23)cc1
20	O=C(NCc1ccccc1)c1nc[nH]c1C(=O)NCc1ccccc1
16	CCSc1nnc(-c2cccc(S(=O)(=O)N(CC)CC)c2)n1Cc1ccccc1
-36	Cc1cc(C(=O)N/N=C/c2ccccn2)n[nH]1
3	Cc1nnsc1C(=O)N1CCC(C(=O)c2ccccc2)CC1
1	Cc1c(-c2nnnn2-c2ccc(F)cc2)cnc2cc3c(cc12)OCO3
15[25 µM]	C[C@@H](O)C#Cc1ccc([C@H]2[C@H](CO)N3CCCCN(C(=O)c4cccc(F)c4)C[C@@H]23)cc1
-8[25 µM]	O=C(C[C@@H]1C[C@@H]2c3cc(NC(=O)NC4CCCC4)ccc3O[C@@H]2[C@@H](CO)O1)NCc1ccccc1F
-8[25 µM]	O=C(C1CCOCC1)N1C[C@@H]2[C@H](c3ccccc31)[C@H](CO)N2Cc1ccc(Cl)cc1
-20	COc1cccc(C2c3[nH]c4ccccc4c3CCN2Cc2cnn(C)c2)c1 (stereo not drawn)
-5[25 µM]	CN(C)c1ccc2c(c1)[C@@H]1C[C@H](CC(=O)NCc3ccccc3F)O[C@H](CO)[C@@H]1O2
6	N#Cc1ccc2ccn(CC(=O)N3CCCc4ccccc43)c2c1
36[25 µM]	O=C(C[C@@H]1CC[C@H]2[C@@H](COC[C@H](O)CN2Cc2ccc(C(F)(F)F)cc2)O1)N1CCc2ccccc2C1
-5	CN1c2ccc(C3=CCCCC3)cc2[C@H]2[C@H](CCN2C(=O)NC2CCCCC2)[C@@H]1CO
9	O=C(O)Cn1nnnc1-c1ccc(F)cc1
-1	COc1cccc(/C=N/NC(=O)c2ccc(N3CCCC3=O)cc2)c1
16	CCCS(=O)(=O)Nc1c(C(=O)OC)[nH]c2ccccc12
8	O=C(Nc1cccc(C(=O)N2CCOCC2)c1)c1ncn[nH]1
-5	CCNC(=O)Cc1ccc(Br)cc1

(next part)
CD40 NFkB inh	mol
4[25 µM]	CCCC(=O)Nc1ccc2c(c1)OC[C@H](C)NC[C@@H](C)[C@H](OC)CN(C)C2=O
-3	O=C(CCc1ccccc1)Nc1nc2ccc(S(=O)(=O)N3CCOCC3)cc2s1
6	CCOC(=O)c1c(C)[nH]c(C(=O)OCC(=O)Nc2cccnc2Cl)c1C
1	C[C@H](CO)N1C[C@H](C)[C@@H](CN(C)Cc2ccc(Oc3ccccc3)cc2)OCc2cn(nn2)CCCC1=O
-11	O=S(=O)(c1cccc(-c2nc3n(n2)Cc2ccccc2-3)c1)N1CCCCC1
4[25 µM]	O=C(C1CC1)N1CCCCN2[C@H](CO)[C@H](c3ccc(C#CC4CCCC4)cc3)[C@@H]2C1
1	O=C(COc1ncnc2ccccc12)Nc1ccc(S(=O)(=O)N2CCOCC2)cc1
-59	Cn1nc(C(F)(F)F)cc1-c1ccc(S(N)(=O)=O)s1
16	Cn1nc(-c2ccc(N3CCOCC3)c(NS(=O)(=O)c3ccccc3)c2)c2ccccc2c1=O
8	COc1ccc(S(=O)(=O)N(C)C[C@@H]2OCCCC[C@@H](C)Oc3ccc(NC(=O)Nc4ccc(F)cc4)cc3C(=O)N([C@@H](C)CO)C[C@H]2C)cc1
5	C[C@@H]1CCCCO[C@H](CN(C)S(=O)(=O)c2ccc(F)cc2)[C@H](C)CN([C@H](C)CO)C(=O)c2cc(NS(=O)(=O)c3ccc(Cl)cc3)ccc2O1
9	C=CCNc1ncnc2c1ncn2[C@H]1CN(Cc2cccc3ccccc23)C[C@@H](CO)O1
5	Cc1ccc(S(=O)(=O)NCCC(=O)NNc2c(F)c(F)cc(F)c2F)cc1
-7	CCOC(=O)C1=C(COC(=O)/C=C/c2ccc(OCC)c(OC)c2)NC(=O)NC1C (stereo not drawn)
-10	O=C(OCC(=O)c1ccc(Cl)s1)c1ccc2ccccc2n1
9[25 µM]	O=C1N[C@H](c2ccccc2)COCc2cnnn2CC[C@@H]1Cc1ccc(C(F)(F)F)cc1
-3	COc1ccc(CNc2cc([N+](=O)[O-])ccc2OC)cc1
-90	COc1ccc(-c2csc(NC(=O)C3CCCO3)n2)cc1 (stereo not drawn)
-18	CC1(C)Cc2c(sc(/N=C/N3CCCCC3)c2C#N)C(C)(C)N1
28	COc1cc2c(cc1OC)/C(=C/c1ccc(Cl)cc1)C(=O)OC2
-39	O=C(C1CC1)N1CC[C@@H]2[C@H]1c1cc(C#Cc3ccc(F)cc3)ccc1N[C@@H]2CO
-3[25 µM]	COc1cccc(S(=O)(=O)N(C)C[C@H]2OCc3cnnn3CCCC(=O)N([C@@H](C)CO)C[C@@H]2C)c1
3	Cc1cc(C(=O)NNC(=O)[C@H](C)NC(=O)c2ccc(Br)cc2)c(C)o1
2	O=C(O)C1CCC(CN(Cc2cccc(Br)c2)C(=S)Nc2ccccc2F)CC1 (stereo not drawn)
5	Cc1ccc(S(=O)(=O)N(C)CC(=O)N2CCCCCCC2)cc1

(more compounds)
CD40 NFkB inh	mol
-22	O=C(OCc1ccc(COC(=O)c2ccccn2)cc1)c1ccccn1
-37	O=C(Cc1csc(NC(=O)Nc2ccc(Cl)cc2)n1)NCc1cccnc1
4	COc1ccc(-c2noc(COc3ccccc3OC)n2)cc1OC
2	O=C(c1ccc(CN2CCc3ccccc3C2)cc1)N1CCN(c2ccccc2)CC1
-49	CN(C)c1ccc(NC(=O)Nc2cccc3ccccc23)cc1
-22	CCOc1ccc(NC(=O)COc2cccc3cccnc23)cc1S(=O)(=O)N1CCCC1
-10	Cc1nc2nc(COc3ccccc3)nn2c(C)c1Cl
4	CC(C)C(NC(=O)CCNC(=O)c1ccc(C(C)(C)C)cc1)c1nc2ccccc2[nH]1 (stereo not drawn)
9	CO[C@H]1CN(C)C(=O)c2cc(NC(=O)NC3CCCCC3)ccc2OC[C@H](C)NC[C@@H]1C
12	NC(=O)COC(=O)C12CC3CC(CC(O)(C3)C1)C2
4	CN(CC(=O)Nc1ccccc1Cl)CC(=O)N1CCc2ccccc21
3[25 µM]	CC(C)NC(=O)N[C@@H]1CC[C@@H](CC(=O)NCCCN(C)C)O[C@H]1CO
